# Screening results (PubChem BioAssay)
# D2 antag: antagonizes the human D2 dopamine receptor; P14416; HEK293 TREx D2 cells, calcium flux, dopamine EC80; inhibition, % at 10 µM; hit rate 2% among 340,000; AID 485344; in the data active = inhibition above about 30%; also: 0% is about no effect
# Target sequence (P14416 whole entry, looked up): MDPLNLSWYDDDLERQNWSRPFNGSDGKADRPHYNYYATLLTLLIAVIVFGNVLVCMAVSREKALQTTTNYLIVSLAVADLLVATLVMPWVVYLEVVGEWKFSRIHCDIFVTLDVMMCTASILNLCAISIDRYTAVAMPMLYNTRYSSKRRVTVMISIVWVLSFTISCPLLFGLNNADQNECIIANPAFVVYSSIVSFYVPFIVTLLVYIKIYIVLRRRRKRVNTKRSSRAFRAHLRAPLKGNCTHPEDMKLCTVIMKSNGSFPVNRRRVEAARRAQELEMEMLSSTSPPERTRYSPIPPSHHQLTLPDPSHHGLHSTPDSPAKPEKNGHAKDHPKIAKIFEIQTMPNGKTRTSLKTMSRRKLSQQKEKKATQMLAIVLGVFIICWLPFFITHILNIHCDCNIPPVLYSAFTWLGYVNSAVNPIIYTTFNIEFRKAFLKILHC
#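 HEK293 T-REx D2 cells, tet-induced, calcium dye no-wash. Cpd pintool add, 180 s kinetic, then EC80 DA, 180 s kinetic. Ca flux read.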
# RXFP1 agonist: RXFP1 (human) receptor agonism; HEK293T-RXFP1 cAMP TR-FRET, 30 min; response scale: percent of porcine relaxin response, buffer zero; Potency, µM (doses to about 57.5 µM), for the others: top-dose activation, usual class: activators; hit rate 0.3% among 370,000; active = well fitted activation curve with a large enough effect; inconclusive = small, poorly fitted or top-dose-only effect; also: potency is read from the fitted curve at half-maximal effect; % is scaled to controls: 0 for no effect and ±100 for the full control effect; nearly all actives have a fitted effect of over 60% in size; many of its hits are not listed in these tables
#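 HEK293T cells stably expressing RXFP1 were pretreated with the PDE4 inhibitor Ro 20174, exposed to compounds for 30 min at 37C, lysed, and cAMP was read by TR-FRET. Data normalized to buffer (basal) and 29 nM porcine relaxin (100%).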
# TRHR PAM: allosterically enhances the human TRH receptor. P34981. TRHR cells, fluo-8 calcium fluorescence, EC20 TRH enhancement. enhancement, % at 2 µM. hit rate 0.66% among 360,000. AID 493056; in the data active = enhancement above about 30%; also: 0% is about no effect
#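 TRHR-expressing cells loaded with fluo-8 calcium dye were read kinetically (ex 480/em 530) during compound addition, then stimulated with an EC20 of TRH (10 nM final). Enhancement of the Gq-mediated intracellular calcium response was scored.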
# D1 PAM: potentiators of human D1 dopamine receptor. hit rate 0.036% among 360,000. potentiation, % at 10 µM. AID 504651. HEK293 TREx D1 cells, calcium flux, dopamine EC20 potentiation. P21728; in the data active = potentiation above about 30%; also: 0% is about no effect
# Target sequence (P21728 whole entry, looked up): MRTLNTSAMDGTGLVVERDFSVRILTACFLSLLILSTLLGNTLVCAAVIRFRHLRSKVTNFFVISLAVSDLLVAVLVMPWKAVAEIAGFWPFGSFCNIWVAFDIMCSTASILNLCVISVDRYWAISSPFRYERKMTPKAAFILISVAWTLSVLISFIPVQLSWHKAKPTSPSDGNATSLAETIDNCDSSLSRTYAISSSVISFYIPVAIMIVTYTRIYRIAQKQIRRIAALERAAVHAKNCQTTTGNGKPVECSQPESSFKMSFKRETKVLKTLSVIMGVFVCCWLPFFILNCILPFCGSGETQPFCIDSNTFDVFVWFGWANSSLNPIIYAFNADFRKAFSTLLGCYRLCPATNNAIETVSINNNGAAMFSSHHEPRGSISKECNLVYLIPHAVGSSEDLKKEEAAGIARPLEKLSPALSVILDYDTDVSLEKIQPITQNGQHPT
# D2 agonist: activates the human D2 dopamine receptor; HEK293 T-REx D2 cells, calcium flux agonist mode; activation, % at 2 µM; hit rate 0.53% among 340,000; AID 485358;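 active = activation over 3 SD above normal in the single-dose calcium agonist read, cut at about 30% in these data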; also: 0% is about no effect
#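 HEK293 Trex D2 cells, tetracycline-induced, o/n 30 C 5% CO2; no-wash Ca dye, RT 30–90 min; 10-cycle baseline, 23 nl cpd added, kinetic Ca read 180 s; agonist hits = positive Ca response.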
# RXFP1 antag: antagonists of human relaxin receptor RXFP1; activity change, negative = inhibition, % at 57.5 µM; hit rate 0.59% among 350,000; HEK293-RXFP1, relaxin-stimulated cAMP HTRF, 30 min; hits give low values; Q9HBX9;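 active = activity change of -60% or lower, but not beyond a set lower limit; inconclusive = change between -60% and -40%, or beyond the set limit; inactive = change above -40%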; also: % is scaled to controls: 0 for no effect and ±100 for the full control effect
# D2 PAM: positive allosteric modulators of human D2 dopamine receptor. potentiation, % at 10 µM. HEK293 T-REx D2, calcium flux, EC20 dopamine potentiation. hit rate 0.34% among 340,000. AID 485347. P14416;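 active = potentiation over 3 SD above the plate norm, cut at about 30% in these data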; also: 0% is about no effect
#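 Tetracycline-induced HEK293 T-REx cells force-coupled to calcium signalling expressed D2; compounds were pin-added after a 10 s baseline, read kinetically 180 s, then an EC20 dopamine challenge followed with a further 180 s calcium read.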
# D1 agonist: human D1 receptor agonism; P21728; HEK293 T-REx D1 cells, calcium flux, agonist mode; activation, % at 2 µM; hit rate 1% among 360,000; in the data active = activation above about 30%; also: 0% is about no effect
#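 Inducible HEK293 T-REx D1 cells, force-coupled to calcium signalling, were plated at 4000 cells/well with tetracycline and held overnight at 30 C. After no-wash calcium dye loading, compound-evoked calcium rise over 180 s flagged agonists.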
# D1 antagonist: blocks dopamine activation of the human D1 receptor; P21728; HEK293 TREx D1 cells, calcium flux, dopamine EC80; hits give low values; activity change, negative = inhibition, % at 10 µM; hit rate 3.2% among 360,000; AID 504652; in the data active = activity change below about -30%; also: % is scaled to controls: 0 for no effect and ±100 for the full control effect
#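 Inducible Hek293 Trex D1 cells (tetracycline, overnight, 30 C). Calcium dye 30–90 min RT. Antagonist mode: EC80 dopamine added after 180 s compound read.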
# Starred values were filed as active, the others as inactive; ? = inconclusive; · = no result given; & = joins results of further samples; [ ] = another dose, or the depositor's remark. Not all compounds are listed; count on the stated rates, not on these rows.
mol	D2 agonist	D1 antagonist	D2 antag	TRHR PAM	D2 PAM	D1 agonist	RXFP1 agonist	D1 PAM	RXFP1 antag
COc1ccc(CCn2c(C3CCCCC3)nc3c(c(=O)c4ccccc4n3C)c2=O)cc1	9.7	-39*	18	10	-7	126*	4.1%	-2	-4
CCc1cccc2c(C(=O)CSc3nnc(-c4ccncc4)n3C)c[nH]c12	-1.2	7	9	-3	-4	1	2.8%	-10	-13
CCO[C@@H]1OC(C(=O)N2CCN(Cc3ccc4c(c3)OCO4)CC2)=C[C@H](c2cn(C(C)=O)c3ccccc23)[C@H]1CCCO	-0.1	-12	-5	0	5	-2	0.1%	3	·
Cc1ccc2[nH]c(=O)c(COC(=O)C3CCCCC3)cc2c1	0.4	2	-7	2	-9	2	1.8%	-1	-23
CC1CCN(CCNC(=O)C2CCCN(S(=O)(=O)c3cccc4nsnc34)C2)CC1 (stereo not drawn)	10	12	-9	4	-6	-1	-3.2%	2	3
Cc1ccc(OCC(=O)OCc2cc(=O)n3nc(C4CCCCC4)sc3n2)cc1C	0.7	-9	·	6	13	4	-2.7%	-3	·
O=C(Nc1cccnc1)c1ccccc1NS(=O)(=O)c1ccc(F)cc1	3.6	-24	-6	-3	8	19	-2.4%	1	0
O=C(N/N=C/c1cc([N+](=O)[O-])ccc1O)c1ccc2c(c1)OCCO2	-0.8	-5	-5	9	-4	0	-4.1%	-10	-7
COc1ccc(/C=c2\s/c(=C(/C#N)C(=O)NCc3ccco3)n(-c3ccccc3)c2=O)cc1	0.6	-5	2	6	10	3	0.7%	3	-11
CC(=O)c1ccc(NC(=O)Nc2nnc(N3CCCC(C)C3)s2)cc1 (stereo not drawn)	0.8	-3	·	-4	5	1	-2.9%	-1	-1
Cc1occc1C(=O)Nc1cccc2ccccc12	0.9	-22	-6	-8	-5	2	-0.4%	5	-6
O=C(CSc1nnc(-c2ccc(O)cc2)o1)Nc1cccc(O)c1	-3.3	8	5	15	·	1	-0.5%	3	1
COc1cc(NC(=O)CCCc2nnc3n(CC(C)C)c(=O)c4sccc4n23)cc(OC)c1	0.1	1	·	-4	-5	3	0.7%	-3	2
COC(=O)c1sccc1N/C=C(\C#N)S(=O)(=O)C(C)(C)C	0.4	4	6	10	5	3	2.0%	-3	7
COc1ccc(C(=O)NCCSCc2ccccc2C)cc1	-2.4	2	8	-3	-6	0	4.8%	-6	-7
CCC(C)C(NC(=O)OC(C)(C)C)C(=O)NCc1ccco1 (stereo not drawn)	-0.6	30	20	7	-6	2	0.7%	-10	-1
COC(=O)c1c(NC(=O)c2ccc(Br)o2)sc(C)c1C	-0.5	-23	6	-4	-3	1	1.2%	-1	7
COC(C(=O)Nc1ccc(F)cc1F)c1ccccc1 (stereo not drawn)	-1.0	-12	8	-5	-6	0	0.3%	-4	-12
Cc1cccc(NC(=O)C2CCN(S(=O)(=O)c3cccc4nsnc34)CC2)c1	-0.2&-0.2	-25&1	5	-10&-8	-6	-1&0	-0.4%&1.5%	-1&-3	10
CCOc1ccccc1OCC(=O)Nc1nnc(COC)s1	-0.3	-5	-19	1	1	0	0.6%	0	8
O=C1NN(c2cccc(Br)c2)C(=O)/C1=C\c1ccc(N2CCOCC2)cc1	0.7	-16	-1	-3	-3	1	-1.5%	-2	-2
CCCCC(=O)Nc1nc(-c2ccc(S(=O)(=O)N3CCOCC3)cc2)cs1	0.5	-10	6	-1	17	3	1.2%	3	-15
Nc1nc(CN2CCc3ccccc3C2)nc(Nc2ccccc2)n1	-2.2	2	1	5	13	0	-0.1%	-3	0
NC(=O)C1(N2CCCCC2)CCN(c2nc(-c3ccccc3)cs2)CC1	0.0	8	10	4	-7	10	2.1%	-9	-8
CN(C)S(=O)(=O)c1ccc(C(=O)NCCSc2c(-c3ccc(Cl)cc3)[nH]c3ccccc23)cc1	·	1	·	-10	0	0	1.0%	1	-21
CN(C)S(=O)(=O)NCCNc1ccc(C(F)(F)F)cc1[N+](=O)[O-]	0.5	-2	-1	0	-5	7	0.1%	-10	12
Cc1c(C(=O)N2CCC(C)CC2)oc2ccc3c(c12)C(O)CC1(CCCCC1)O3 (stereo not drawn)	0.7	-5	-9	-1	-7	2	0.7%	-2	-40
Nc1ccccc1SCc1csc(-c2ccc(Cl)cc2)n1	-1.8	-7	3	-1	8	2	0.7%	-2	12
O=C(NCc1ccc2c(c1)OCO2)c1cccc(N2CCCC2=O)c1	-0.5	15	-1	5	13	3	0.6%	-3	3
COc1ccc(C/C(O)=C(\C#N)c2nc3ccccc3s2)cc1	2.8	-8	10	4	-1	9	0.1%	-2	9
COc1ccc(-c2ccc3c(N)c(C(=O)Nc4cccc(C)c4)sc3n2)cc1	-2.2	-4	·	2	18	5	?	-2	8
CCc1c(O)nc(SC2CC(=O)N(c3ccc(F)c(Cl)c3)C2=O)[nH]c1=O (stereo not drawn)	0.7	-9	19	-1	-2	2	-0.6%	-9	6
COc1ccc(-c2cc(C3CC3)nc3sc(C#N)c(N)c23)cc1	0.4	10	6	2	2	3	12%	-3	35
Cc1cc(C(=O)N/N=C/c2ccc(-c3ccc([N+](=O)[O-])cc3Cl)o2)n[nH]1	5.2	-2	-11	6	-3	21	6.9%	-6	-10
Cn1c(N)c(C(=O)COC(=O)c2cc(C3CC3)nc3ccccc23)c(=O)n(Cc2ccccc2)c1=O	1.0	-5	-2	-2	-4	4	2.5%	-7	·
Cc1c(NC(N)=O)c(=O)n(-c2ccccc2)n1C	0.3	3	8	-5	8	0	0.2%	4	5
CC1CCN(S(=O)(=O)c2ccc(C(=O)OC(C)C(=O)NC3CCCCC3C)cc2)CC1 (stereo not drawn)	-2.3	-13	-14	-3	5	3	-1.3%	1	-3
O=C(O)C1(S(=O)(=O)c2ccc(Cl)cc2)CCC1	0.5	7	-13	7	-13	0	1.0%	1	-9
CC(=O)c1ccc(N/N=C2/CCCNC2=O)cc1	·	-8	·	-1	·	3	3.9%	1	-8
COc1ccc(NC(=O)CN(C)C(=O)CSCc2ccc(C)cc2)cc1	0.7	-3	-17	-1	3	2	-1.1%	-8	-2
Cc1nc(C)c(CCNC(=O)c2ccccc2Br)s1	0.6	-2	-26	5	4	2	-0.6%	1	1
Oc1ccc(/C=N/NC(=S)NC2CC3CCC2C3)cc1 (stereo not drawn)	0.7	0	4	2	-2	0	-0.9%	-1	-25
CC(C)CC(=O)Nc1ccc(-c2nc3ccccc3c(=O)o2)cc1	-1.2	4	-6	3	9	8	3.9%	-6	-21
CC(=O)N1CCN(c2ccc(NC(=S)NC(=O)COc3ccc(C(C)(C)C)cc3)cc2)CC1	0.4	-28	0	-4	7	12	4.7%	9	-20
COc1ccc2oc(C(=O)OCC(=O)Nc3ccc(N4CCOCC4)cc3)c(C)c2c1	-0.2	-31*	6	2	1	0	3.9%	-20	1
O=C1OC2(CCCCC2)CC2=C1C1O[C@](c3ccsc3)(Cc3c1ccc1ccccc31)O2	·	-3	·	-1	·	6	-2.5%[11.5 µM]	0	·
CC(OC(=O)CCC1CCCCC1)C(=O)Nc1ccc(S(N)(=O)=O)cc1 (stereo not drawn)	1.9	8	-7	26	16	15	0.0%	1	-11
c1ccc2c(N3CCCCC3)ncnc2c1	-3.0	14	-33	7	-9	6	0.5%	2	-4
CCOc1ccc2c(C)nc(NC3=NC(C)(C)C=C(C)N3)nc2c1	0.8	11	-25	8	-8	0	3.9%	0	-4
C=CCc1c(C)nc(SC(C)C)[nH]c1=O	0.4	6	-7	-1	-4	0	0.0%	6	-1
O=C(COC(=O)CCc1nc2ccccc2s1)Nc1ccc(Cl)cn1	-0.8	-6	8	4	-14	3	-1.4%	11	-4
C/C(=N\n1cnnc1)c1ccc(C#N)cc1	4.5	-7	-11	5	-3	3	3.5%	2	5
CCn1cc(C(=O)N2CCN(c3ccc(F)cc3)CC2)c(=O)c2cc(S(=O)(=O)N(C)C3CCCCC3)ccc21	-0.4	5	·	-6	11	4	6.0%	2	·
O=C(COc1ncnc2ccccc12)c1ccc(Cl)cc1	-0.5	22	8	1	3	0	0.1%	-1	-9
CCOC(=O)/C(C#N)=C/c1c(N2CCN(C)CC2)nc2c(C)cccn2c1=O	1.0	-6	-11	-3	-7	1	?	-6	-3
